MOR-DOR ag: agonists of OPRM1-OPRD1 heterodimerization, primary screen, cell-based, luminescence. hit rate 0.3% among 340,000. Mu-type opioid receptor (Homo sapiens) + Delta-type opioid receptor (Homo sapiens), …. activation, % at 9.3 µM. cells; in the data active means activation above about 18%;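 further: 0% = vehicle-treated cells and 100% = reference agonist; values of inactives mirror those of a sister screen read the other way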
MOR-DOR inv ag: inverse agonists of MOR-DOR heterodimerization, primary screen, cell-based, luminescence | hit rate 0.21% among 340,000 | inhibition, % at 9.3 µM | cell-based MOR-DOR heterodimer luminescence, inverse agonism | Mu-type opioid receptor (Homo sapiens) + Delta-type opioid receptor (Homo sapiens), …; in the data active means inhibition above about 22%, passing the limit was not always enough;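 further: 0% = cells with DMSO and 100% = wells without cells with DMSO; values of inactives mirror those of a sister screen read the other way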
Arrestin-AP2 inh: inhibitors of beta-arrestin/AP2 binding, primary screen, biochemical, GPCR trafficking, flow cytometry | AID 504490, 2011 | inhibition, % at 10 µM | beta-arrestin 1 C-terminal peptide binding to AP2 beta2-adaptin appendage (human) | FITC-arrestin peptide / GST-AP2 beads; AP2 beta2 appendage carries R879A mutation | hit rate 0.31% among 340,000;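 active means inhibition above a set limit, near 3 SD of compounds lacking own fluorescence, cut at about 54% in these data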;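 further: plate controls were DMSO wells for no effect and 5 µM unlabelled arrestin peptide for full effect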
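System: GST-AP2 R879A bound to glutathione beads, E. coli-expressed. Also added: 50 nM FITC-arrestin peptide. Schedule: compound with beads 12 min RT, then probe 1 h RT. Signal: bead flow cytometry, FITC channel. Read-out basis: percent response.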
Wnt bcat act: Wnt/beta-catenin pathway activators, primary screen, cell-based, plate reader, single point. Wnt/beta-catenin reporter cell assay, activator. activation, % at 9.35 µM. hit rate 1.2% among 300,000. AID 743398, 2014; in the data active means activation above about 30%, passing the limit was not always enough;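 further: 0% = neutral control wells and 100% = positive control wells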
DSG3 Ab inh: inhibitors of pemphigus antibody binding to DSG3, primary screen, biochemical, bead-based, flow cytometry, scFv-GFP; Desmoglein-3 (Homo sapiens), P32926; DSG3-coupled beads, scFv-anti-DSG3-GFP binding; hits give low values; binding (percent of control), % at 10 µM; hit rate 0.48% among 310,000;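 active means binding more than 3 SD below its plate's average and above zero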;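 further: hits lower antibody fragment binding to DSG3; some compounds called inactive have numbers as strong as hits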
Target sequence (P32926 whole entry, looked up, the tested form may be a part): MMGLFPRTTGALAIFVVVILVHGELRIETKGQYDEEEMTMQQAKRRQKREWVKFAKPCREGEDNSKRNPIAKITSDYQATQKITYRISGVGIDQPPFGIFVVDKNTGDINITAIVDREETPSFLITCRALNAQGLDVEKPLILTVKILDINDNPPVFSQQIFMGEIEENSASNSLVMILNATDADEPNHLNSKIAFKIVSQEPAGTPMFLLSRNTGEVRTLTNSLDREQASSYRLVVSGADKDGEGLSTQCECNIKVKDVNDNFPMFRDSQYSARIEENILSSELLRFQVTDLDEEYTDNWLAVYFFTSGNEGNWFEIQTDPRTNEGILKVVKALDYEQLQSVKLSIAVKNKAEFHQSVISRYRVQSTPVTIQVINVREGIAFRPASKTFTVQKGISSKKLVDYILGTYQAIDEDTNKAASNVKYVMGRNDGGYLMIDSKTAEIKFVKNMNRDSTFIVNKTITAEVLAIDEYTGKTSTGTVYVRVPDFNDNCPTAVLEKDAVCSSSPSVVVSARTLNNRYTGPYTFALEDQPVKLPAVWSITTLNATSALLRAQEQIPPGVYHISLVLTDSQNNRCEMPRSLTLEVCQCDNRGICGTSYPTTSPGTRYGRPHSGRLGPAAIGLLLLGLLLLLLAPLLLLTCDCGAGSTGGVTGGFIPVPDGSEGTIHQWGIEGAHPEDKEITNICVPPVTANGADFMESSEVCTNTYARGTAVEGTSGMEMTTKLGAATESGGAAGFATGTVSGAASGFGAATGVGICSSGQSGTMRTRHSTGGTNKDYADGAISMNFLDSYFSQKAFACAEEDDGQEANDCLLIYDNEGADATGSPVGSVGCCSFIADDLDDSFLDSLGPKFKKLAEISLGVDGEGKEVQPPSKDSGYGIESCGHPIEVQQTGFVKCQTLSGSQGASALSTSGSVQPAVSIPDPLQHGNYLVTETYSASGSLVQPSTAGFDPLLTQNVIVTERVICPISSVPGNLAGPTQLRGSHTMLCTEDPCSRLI
V-ATPase pH: regulators of yeast V-ATPase proton pumping, primary screen, pHLuorin cytosolic pH fluorescence | S. cerevisiae | response, % at 10 µM | hit rate 0.37% among 350,000 | AID 504577, 2011; in the data active means response mostly above about 7.3%, no sharp cut-off; inactive means mostly below about 5.4%; further: actives read high; inactives centre near 0; some compounds called inactive have numbers as strong as hits; reference of the scale not given here
RTF Ca sens act: cardiac RTF calcium sensitivity activators, primary screen, biochemical, IANBD-TnC fluorescence, EC20 calcium; Troponin I, cardiac muscle (Homo sapiens) + Troponin T, cardiac muscle (Homo sapiens) + …; IANBD-labeled TnC RTF fluorescence at EC20 calcium; 0% EC20 calcium, 100% full calcium; activation, % at 7.2 µM; hit rate 0.24% among 340,000;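 active means activation above the mean over all tested compounds plus 3 SD, cut at about 30% in these data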;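 further: rise in fluorescence read as greater calcium sensitivity of cardiac thin filaments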
LANA DNA inh: inhibitors of KSHV C-LANA binding to DNA, primary screen, biochemical, fluorescence polarization, FAM-LBS DNA, MBP-C-LANA, single point; hit rate 0.078% among 340,000; AID 504423, 2011; Kaposi's sarcoma herpesvirus LANA C-terminal domain (residues 932-1162) DNA binding; inhibition, % at 9 µM;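 active means highest replicate inhibition at or above 60% at 9 µM, even if other replicates fall short; inactive means all replicates below 60% inhibition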;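 further: 0% = neutral control wells and 100% = 4 µM acridine orange control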
RTF Ca sens inh: cardiac RTF calcium sensitivity inhibitors, primary screen, biochemical, IANBD-TnC fluorescence, EC70 calcium | inhibition, % at 7.15 µM | IANBD-labeled cardiac RTF, Ca2+ fluorescence | hit rate 0.12% among 340,000;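 active means inhibition above the mean inhibition of all tested compounds plus 3 SD, cut at about 17% in these data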;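 further: assay run at fixed EC70 calcium of 1.6 mM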
Keap1-Nrf2 PPI: Keap1-Nrf2 protein-protein interaction inhibitors, primary screen, biochemical, fluorescence polarization, single point; Kelch-like ECH-associated protein 1 (Homo sapiens), Q14145; Keap1 Kelch-Nrf2 peptide fluorescence polarization, 1536-well; inhibition, % at 9.4 µM; hit rate 0.15% among 340,000; AID 504523, 2011; in the data active means inhibition above about 12%;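 further: human Keap1 Kelch domain with fluorescein labeled Nrf2 9mer peptide probe; 0% = neutral control wells and 100% = peptide positive control; higher means more block of Keap1 binding to Nrf2 peptide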
* = called active by the depositor; nt = not tested or not shown. Rows are unselected (roughly 3.1% active in at least one column).

SMILES	MOR-DOR ag	MOR-DOR inv ag	Arrestin-AP2 inh	Wnt bcat act	DSG3 Ab inh	V-ATPase pH	RTF Ca sens act	LANA DNA inh	RTF Ca sens inh	Keap1-Nrf2 PPI
COc1ccc(NC(=O)COc2ccc(/C=C/c3cccc[n+]3C)cc2OC)cc1	0.5	-4	-6	0	102	-2	3	-1.9	-1	-6
Cc1c(C#N)c(N)nc(Cl)c1C#N	-1.4	8	8	-3	106	4	8	0.3	-3	2
COc1cc(/C(C#N)=C/c2ccccc2)c([N+](=O)[O-])cc1OC	-1.8	10	0	nt	102	4	1	0.0	-1	-6
C/C(=N\S(=O)(=O)c1ccc(C)cc1)N1CCCCC1	-2.4	12	33	-1	105	-2	1	2.8	-11	3
O=C(COC(=O)c1cc(-c2ccccc2)nc2ccccc12)NC1CC1	2.1	-9	-3	-2	nt	-4	-5	-0.1	-6	1
O=C(Nc1ccc(-c2nnc3n2CCCCC3)cc1)c1cc2ccccc2o1	-3.0	15	3	-4	119	-1	-6	-1.4	-9	-2
CC1CCCC(C)N1C(=O)COC(=O)CSc1ccc(C(N)=O)cc1[N+](=O)[O-] (centres undefined)	-0.6	4	1	2	97	-2	-5	-1.0	-3	-1
CCN(CC(=O)Nc1cc(S(=O)(=O)N2CCOCC2)ccc1Cl)Cc1ccccc1	0.7	-3	20	-6	106	1	-3	-1.8	-3	2
Cc1ccc(C)c(OCCC(=O)OCC(=O)Nc2cc(S(=O)(=O)N3CCCCC3)ccc2C)c1	0.5	-2	-1	0	89	0	0	0.0	6	-5
Cc1nc2ccccc2c(=O)n1NC(=O)c1ccc(Cl)cc1	0.8	-4	34	0	91	-3	-11	-2.0	3	-2
COc1ccc(-c2[nH]n(-c3ccc([N+](=O)[O-])cc3)c(=O)c2C=NCc2ccccc2)cc1	-0.4	3	0	6	100	0	1	0.3	-2	6
CC(Oc1ccc(/C=N/NC(=O)Cc2cccc3ccccc23)cc1)C(=O)O (centres undefined)	-0.8	4	-8	2	92	-2	0	-1.1	-19	-3
COc1ccc(N2C(=O)C3CCCN3C2c2cccc(Br)c2)cc1 (centres undefined)	-2.8	14	-1	-2	111	0	-5	-1.7	-5	-3
COc1ccccc1CNC(=O)C1CCN(S(=O)(=O)c2cccc([N+](=O)[O-])c2)CC1	1.8	-15	36	-1	112	2	-8	-1.6	-14	1
COc1ccc2c(COC(=O)c3n[nH]c4ccccc34)cc(=O)oc2c1	2.5	-11	8	1	108	1	-3	15	-11	5
COc1ccc(CC(=O)N/N=C(\C)c2cccnc2)cc1OC	-2.1	11	44	0	90	4	-3	0.5	-5	0
CCOc1ccc(NC(=O)c2cc3ccccc3cc2O)cc1	-1.3	7	29	12	89	2	-7	-0.3	-6	-1
COc1ccccc1/C=N/OCC(=O)NCc1ccc2c(c1)OCO2	-2.9	15	5	nt	nt	4	-5	-0.7	6	2
Cc1cc(Cl)cc(Br)c1OCCNCC(C)O (centres undefined)	0.0	0	19	nt	106	-1	-1	-2.7	-10	0
COc1cc(OC)cc(C(=O)N2CCN(c3ccccc3F)CC2)c1	-0.5	2	5	nt	88	3	7	2.5	-4	5
CCCNS(=O)(=O)c1ccc(OCC(=O)N(C)Cc2ccccc2)cc1	-3.2	18	31	1	99	-1	-5	-12	1	2
CC(C)(CNc1ccc(C(F)(F)F)cc1[N+](=O)[O-])N1CCOCC1	3.5	-18	-9	-2	94	3	-3	0.5	-4	3
Cc1cc(C(=O)NCc2cccs2)nn1C	1.1	-5	17	-1	nt	3	3	-1.2	-3	-6
CCCSc1nnc2nc3c(nn12)c1ccccc1n3C	-4.4	23	2	-2	94	3	-3	-5.1	-9	-2
O=C(COc1ccccc1)NCC1CCCO1 (centres undefined)	-3.4	16	11	1	126	0	6	-0.8	0	2
CCc1ccccc1NC(=S)N(CCN(C)C)C(C)c1ccco1 (centres undefined)	0.0	0	-1	-3	106	5	2	1.3	-3	-3
CN(CCO)c1c2c(nc3cc(-c4cccc(F)c4)nn13)CCCC2	-2.5	13	1	40*	100	0	1	-0.4	8	-3
CCc1noc(C)c1C(=O)N1CCCC(CCC(=O)NCc2cccc(OC)c2)C1 (centres undefined)	-1.3	7	-18	-1	105	0	5	0.7	-10	3
Nc1nc(-c2cccnc2)nn1C(=O)CCc1ccccc1	-2.5	12	11	1	105	3	-2	-0.4	-3	-1
Cn1c(SCc2nc3ccccc3[nH]2)nnc1-c1cccnc1	-2.9	15	2	-2	118	8	4	0.0	-16	2
O=c1c2ccccc2nnn1COc1ccc(F)cc1Cl	-1.8	9	-19	3	100	1	3	2.3	-1	-4
O=C(Nc1ncn[nH]1)c1ccccc1O	-2.5	14	-8	1	100	3	-6	-132	-4	2
Cc1cccc(-n2nc(CC#N)c(C#N)c2N)c1	0.4	-2	-17	2	109	7	13	0.6	-11	-2
Cc1cn(CC(=O)NCc2ccc(N(C)C)cc2)c(=O)[nH]c1=O	-2.8	13	-10	-1	96	0	-6	1.7	1	-6
O=C(O)c1cccnc1SCc1cn2cc(Cl)ccc2n1	-2.5	13	-9	4	105	-1	-2	-0.9	4	-2
CCOC(=O)C1=C(C)Nc2ccccc2N=C1NC(=O)CCCN1C(=O)c2ccccc2C1=O	-1.4	9	2	-1	98	2	-3	2.2	0	-3
COc1cccc(CC(=O)OCC(=O)N(C)CC(=O)Nc2ccccc2Cl)c1	-4.9	19	-11	-1	95	-1	-1	-0.5	1	-1
Cc1csc(NC(=O)CCNC(=O)c2ccc([N+](=O)[O-])cc2)n1	-1.9	10	11	-3	95	-6	2	-2.0	11	-1
COc1cc(C(=O)N/N=C/c2ccc(OC(=O)c3cccc(C)c3)cc2)ccc1O	-1.2	7	1	3	nt	2	-2	-1.0	-2	-4
CC(Cc1ccccc1)N1C(=O)c2cccc([N+](=O)[O-])c2C1=O (centres undefined)	3.1	-17	-2	0	91	-2	-4	0.4	-6	2
CN(C)/C=N/c1nc2ncc(-c3ccc(Cl)cc3)c(/N=C/N(C)C)n2n1	-5.0	25	35	-1	112	-2	-3	-0.9	-4	-2
C[C@@H]1CN([C@H](C)CO)C(=O)c2cc(NC(=O)NC3CCCCC3)ccc2O[C@H]1CN(C)S(C)(=O)=O	-0.1	1	6	-2	105	1	2	0.5	-9	0
COc1ccc(S(=O)(=O)N2CCCCC2C)cc1 (centres undefined)	-2.9	15	11	4	103	-4	-4	1.3	1	-4
CCN1CCN(C(C(=O)NC2CCCC2)c2ccc(Cl)cc2)CC1 (centres undefined)	-1.7	10	1	1	97	-1	-1	1.3	-10	1
COc1ccc(OC)c(NC(=O)CSc2nc3c(c(=O)n(C)c(=O)n3C)n2C)c1	0.8	-5	8	-4	83	-2	0	-0.3	-12	-3
Cc1nc2ccccc2cc1C(=O)N/N=C/c1ccco1	-3.5	18	1	-2	86	2	5	-0.9	-2	-3
COc1ccc(C2N(c3cc(Cl)ccc3OC)C(=O)C3CCCN32)cc1 (centres undefined)	-3.9	19	1	0	115	1	-2	0.5	6	2
COc1cccc(NC(=O)CN(C)C(=O)c2cc(S(=O)(=O)Nc3ccccc3OC)ccc2C)c1	-2.9	12	19	-4	105	1	-2	-0.5	-10	1
C[N+](C)(C)CCCCCCCCCC[N+](C)(C)C	-1.6	8	1	-2	105	-3	-5	-3.2	11	-3
Cc1cccc(NC(=O)C2CC(=O)N(c3ccc4c(c3)OCCO4)C2)n1 (centres undefined)	-3.4	13	-3	1	nt	1	-3	0.1	-7	-5

The results go on:
SMILES	MOR-DOR ag	MOR-DOR inv ag	Arrestin-AP2 inh	Wnt bcat act	DSG3 Ab inh	V-ATPase pH	RTF Ca sens act	LANA DNA inh	RTF Ca sens inh	Keap1-Nrf2 PPI
Cc1ccc(S(=O)(=O)NCCCNC(=O)OCc2ccccc2)cc1	-3.0	15	9	-3	93	-2	-2	-1.1	3	2
Cc1ccc(NC(=O)CSc2nc(-c3ccco3)cc(C(F)(F)F)n2)cc1C	-1.0	5	4	nt	97	-3	4	0.7	-3	-4
Cc1ccsc1C(=O)Nc1nnc(-c2ccco2)o1	-1.7	8	0	nt	99	-3	-3	0.7	-6	0
COc1ccccc1C(=O)N/C(=C/c1ccccc1)C(=O)Nc1ccc(C(=O)O)cc1	-1.8	8	9	-1	97	-1	6	0.4	-5	-5
O=C(COc1coc(CN2CCN(c3ccc(F)cc3)CC2)cc1=O)NC1CCCCC1	-0.3	2	36	0	115	-3	2	0.6	7	-4
CCOc1cc(C(=O)NCc2nnc(SCC(=O)OC)n2C)cc(OCC)c1OCC	-2.8	15	-1	nt	100	-3	4	0.3	1	0
C=CCn1c(=O)c2c(nc3n2CCCN3Cc2ccccc2)n(C)c1=O	-1.5	8	35	-1	98	5	-1	0.4	-7	-4
CC(=O)Nc1ccc(S(=O)(=O)Nc2nc3ccccc3nc2Nc2ccc(N)cc2)cc1	-0.5	2	35	-1	90	10	17	1.5	-76	0
Cc1ccc(N(C)S(=O)(=O)c2cccc(C(=O)Nc3nnc(C4CC4)s3)c2)cc1	0.0	0	15	-1	110	1	3	0.5	-1	1
Cc1nnc(SCC(=O)NNC(=O)c2ccco2)n1-c1ccccc1	0.8	-4	-7	-1	101	-5	1	2.4	-9	-5
Cc1nn(Cc2ccccc2)c(C)c1CNC(=O)[C@H](C)N=C1NS(=O)(=O)c2ccccc21	-1.1	4	-28	3	100	1	1	0.0	-12	-7
Oc1ccc(Cl)cc1N=Nc1ccccc1	2.4	-12	8	5	114	0	-8	-1.1	4	-4
O=C(O)CCC(=O)N1CCN(Cc2ccc3c(c2)OCO3)CC1	-1.6	7	22	2	102	-2	-3	2.5	-1	0
CCc1ccc(NC(=O)CSc2nnc(-c3ccccn3)n2C)cc1	-2.0	11	2	0	103	4	4	0.4	-4	2
N#C/C(=C\c1c[nH]c2ccccc12)C(=O)NC1CC1	-1.7	8	-1	8	137	-3	2	0.2	6	1
CCOC(=O)N1CCN(Cc2ccccn2)CC1	-2.9	15	5	-3	nt	1	-4	-3.3	-7	-3
C/C(N)=C(/C#N)C(=O)CSc1nc2ccccc2c(=O)n1CCCO	-2.1	11	-3	-6	134	-3	4	-0.6	4	0

Source: PubChem
